From PubChem
FLuc stim CS – FLuc activators, initial screening, artefact control for FLuc-dependent activation tests, biochemical, ATPlite luminescence. ATPlite luciferase biochemical, 10 min; 0 = ATP-free wells, 1 = DMSO control. AID 1027, 2008. Luciferin 4-monooxygenase (Photinus pyralis), P08659. activation factor at 10 µM. 200,000 tested, under 10 active;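 active means luciferase activation factor, scaled between plate controls, of at least 2 with compound at 10 µM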
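Material: Luciferase/luciferin reagent mix | Doses: Test compounds dosed from 2 mM stocks in 100% DMSO | Timing: 10 min incubation after luciferase reagent addition, room temperature | Measured by: Luminescence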
TNAP act hi DEA – TNAP activators at high phosphate acceptor level, primary screen, biochemical, luminescence, uHTS | 200,000 tested, under 10 active | purified TNAP, CDP-star luminescence, 1 M DEA, 30 min; active compounds read high; 0 = EDTA background, 1 = DMSO-only activity | activation factor at 20 µM | Alkaline phosphatase, tissue-nonspecific isozyme (Homo sapiens), P05186;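 active means activation factor at least 2 at 20 µM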
Target sequence (P05186 whole entry, looked up): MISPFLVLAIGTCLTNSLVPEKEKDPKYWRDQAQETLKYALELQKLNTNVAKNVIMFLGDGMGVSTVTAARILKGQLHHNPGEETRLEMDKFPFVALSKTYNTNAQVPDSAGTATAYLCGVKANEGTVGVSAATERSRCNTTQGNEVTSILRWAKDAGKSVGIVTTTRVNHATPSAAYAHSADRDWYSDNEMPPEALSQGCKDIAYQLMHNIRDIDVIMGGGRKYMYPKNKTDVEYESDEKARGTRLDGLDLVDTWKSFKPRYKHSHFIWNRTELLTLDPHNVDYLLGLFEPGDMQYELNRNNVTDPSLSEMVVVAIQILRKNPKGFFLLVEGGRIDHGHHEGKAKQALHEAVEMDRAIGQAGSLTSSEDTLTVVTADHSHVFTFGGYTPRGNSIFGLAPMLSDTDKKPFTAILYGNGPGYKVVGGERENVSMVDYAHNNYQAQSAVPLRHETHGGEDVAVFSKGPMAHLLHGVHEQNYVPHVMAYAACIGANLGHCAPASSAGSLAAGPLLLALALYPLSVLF
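Assay system: human TNAP; Input: enzyme diluted 1/800 final; Reagent: CDP-star luminogenic substrate at 100 µM final; Timing: 30 min, room temperature; Signal: luminescence; Evaluation: TNAP activation factor scaled between EDTA and DMSO control wells.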
Diaph act CS – compounds boosting diaphorase resazurin reduction – biochemical, uHTS, resorufin fluorescence, counter-screen for diaphorase-coupled primary assays, primary screen. activation factor at 20 µM. hit rate 0.005% among 190,000. Diaphorase/resazurin coupled assay, 16 min; active compounds read high; 1 = vehicle wells, 0 = NADH-free wells;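 active means diaphorase activity raised at least twofold by the compound at 20 µM; inactive means activation factor below 2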
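Material: bacterial diaphorase enzyme (C. kluyveri); amount: enzyme 0.07 U/mL final; reagent: NADH substrate 0.114 mM plus resazurin dye 0.1 mM, final; doses: single compound dose of 20 µM, 1% DMSO final; timing: 16 min enzyme reaction, ambient temperature; measured by: fluorescence of resorufin, 544 nm excitation, 590 nm emission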
G6PDH CS – L. mesenteroides G6PDH inhibitors, counter-screen for G6PDH-coupled screening assays, biochemical, Leuconostoc mesenteroides enzyme; glucose-6-phosphate dehydrogenase [Leuconostoc mesenteroides]; Purified L. mesenteroides G6PDH, diaphorase/resazurin coupled fluorescence, 45 min; inhibition, % at 5 µM; hit rate 0.12% among 200,000; AID 1020, 2008; in the data active means inhibition above about 50%
Diaph inh CS – diaphorase inhibitors and chemical oxidizers, primary screen, counter-screen for diaphorase-coupled primary assays, biochemical, uHTS, resorufin fluorescence. diaphorase resazurin-to-resorufin fluorescence, NADH, 16 min; bacterial (C. kluyveri) enzyme, not human. inhibition, % at 20 µM. hit rate 0.69% among 190,000. AID 1217, 2008;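 active means primary screen inhibition at 20 µM above a set limit, cut at about 50% in these data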;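 further: plate controls were DMSO with full reaction for no effect and wells lacking NADH for full effect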
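Assay system – diaphorase enzyme from Clostridium kluyveri · Amount – diaphorase 0.14 U/mL (working solution) · Times – reaction incubation of 16 min at room temperature · Controls – No-NADH positive control and DMSO neutral control · Signal – resorufin fluorescence 544/590 nm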
TNAP inh hiacc – human TNAP enzyme inhibitors, primary screen, biochemical, luminescent, high phosphate acceptor level, uHTS | inhibition, % at 20 µM | hit rate 0.03% among 200,000 | AID 1135, 2008 | purified TNAP, CDP-star luminescence, 1 M DEA;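 active means over 50% inhibition of tissue-nonspecific alkaline phosphatase at 20 µM in the single-dose screen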;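 further: plate controls were DMSO wells for no effect and EDTA-quenched wells as full inhibition for full effect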
PMI act – activators of human PMI, primary screen, biochemical, fluorescence intensity, near-Km mannose 6-phosphate; Mannose-6-phosphate isomerase (Homo sapiens), P34949; purified human PMI, coupled resazurin fluorescence, 20 min; active compounds read high; 1 = vehicle control, 0 substrate-free wells; activation factor at 20 µM; hit rate 0.005% among 190,000; AID 1214, 2008;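 active means activation factor of 2 or more at 20 µM, relative to plate controls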
Target sequence (P34949 whole entry, looked up): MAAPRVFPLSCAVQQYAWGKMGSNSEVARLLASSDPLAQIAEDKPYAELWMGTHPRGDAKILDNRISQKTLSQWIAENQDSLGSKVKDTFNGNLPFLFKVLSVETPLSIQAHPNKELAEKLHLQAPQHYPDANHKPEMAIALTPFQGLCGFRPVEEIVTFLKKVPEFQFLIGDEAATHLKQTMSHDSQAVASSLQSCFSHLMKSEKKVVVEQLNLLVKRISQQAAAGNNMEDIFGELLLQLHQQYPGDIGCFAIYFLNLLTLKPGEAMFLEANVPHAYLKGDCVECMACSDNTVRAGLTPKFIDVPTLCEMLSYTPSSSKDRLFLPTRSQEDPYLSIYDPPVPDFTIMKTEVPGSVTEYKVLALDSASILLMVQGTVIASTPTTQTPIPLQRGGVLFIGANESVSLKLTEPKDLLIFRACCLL
HMGR II inh – inhibitors of E. faecalis class II HMGR, primary screen, biochemical, Enterococcus faecalis; HMG-CoA reductase (Enterococcus faecalis, mvaE); hit rate 0.41% among 190,000; purified E. faecalis HMGR, NADPH absorbance 340 nm kinetic; inhibition, % at 10 µM;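 active means inhibition above a set limit, the median over all tested compounds plus 3 SD, cut at about 9.5% in these data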;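 further: enzyme runs in reverse so mevalonate oxidation gives rising NADPH absorbance; 0% = complete reaction with DMSO and 100% = background rate lacking mevalonate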
TNAP inh no acc – human TNAP enzyme inhibitors, primary screen, biochemical, luminescent, no phosphate acceptor, uHTS | inhibition, % at 20 µM | Alkaline phosphatase, tissue-nonspecific isozyme (Homo sapiens), P05186 | hit rate 0.26% among 200,000 | purified TNAP, CDP-star luminescence, 30 min;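 active means tissue-nonspecific alkaline phosphatase inhibition above about 50% at 20 µM in the single-dose screen, limit read from the data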;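 further: 0% = DMSO negative control and 100% = EDTA positive control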
PMI act hi M6P – human PMI activators, high substrate, primary screen, biochemical, fluorescence intensity, near-saturating mannose 6-phosphate; coupled PMI enzyme assay, resazurin fluorescence, 20 min; active compounds read high; 1 = untreated enzyme, 0 = substrate-free blank; activation factor at 20 µM; hit rate 0.34% among 190,000;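 active means activation factor of 2 or more at 20 µM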
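Test system: Human PMI in coupled enzyme assay | Input: 15 ng/mL PMI | Medium: HEPES-buffered pH 7.4 with magnesium and detergent | Compound: One concentration, 20 µM, in 1% DMSO | Incubation: Enzyme reaction with compound 20 min at room temperature | Detection: Diaphorase-driven resazurin-to-resorufin fluorescence, excitation 544, emission 590 nm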
Starred values were filed as active, the others as inactive; . = no result given.

No.	SMILES	HMGR II inh	TNAP inh hiacc	Diaph inh CS	TNAP act hi DEA	TNAP inh no acc	FLuc stim CS	PMI act hi M6P	G6PDH CS	PMI act	Diaph act CS
1	c1ccc(COc2cccc(CNn3cnnc3)c2)cc1	2	-4	6	1	-12	1.1	1	1	0.9	0.9
2	CCC1(C)N(O)C(C)(C)C(c2ccc(OC)cc2)=[N+]1[O-] (configuration not stated)	-9	-8	24	1.1	-13	1	1	6	1	0.8
3	C=C(C)c1cccc(C(C)(C)NC(=O)N2CCCC(C)C2)c1 (configuration not stated)	4	-2	14	1	-8	1	0.9	11	0.9	0.9
4	Cc1ccccc1CN1C(=O)C2(OCCCO2)c2ccccc21	0	-5	16	1	-11	1	1	3	1	0.8
5	CCn1c(O)c(/C=N/n2cnnc2)sc1=S	-4	2	15	1	-10	1.1	0.9	0	0.9	0.9
6	CCOC(=O)C(C)c1c(C)[nH]c(=S)[nH]c1=O (configuration not stated)	-1	-4	6	1	-6	1.1	1.1	0	1	0.9
7	CC1CN(C(NC(=O)c2ccccc2)C(Cl)(Cl)Cl)CC(C)O1 (configuration not stated)	-2	1	1	1	-1	1.1	1.1	9	1.1	1
8	COCCN(CCOC)S(=O)(=O)c1ccc(OC)cc1	-8	-3	-5	1	-7	1	1.1	5	1	1.1
9	CCN1CCN(CC(O)COc2ccc3c(c2)CCC3)CC1 (configuration not stated)	-9	7	4	0.9	-12	1.1	1.1	7	1.1	1
10	Cc1ncc([N+](=O)[O-])n1Cc1ccccc1F	2	2	.	1	0	1	.	2	.	.
11	CCC1(C)CC(c2nc(-c3ccc(OC)cc3)cs2)CCS1 (configuration not stated)	2	-3	13	1	-6	1	1.2	6	1.2	0.9
12	CCOC(=O)c1cc2occc2n1CC(=O)Nc1ccc(OC)cc1OC	-3	-1	10	1	-6	1	0.9	0	1	0.9

As entered above:
Under FLuc stim CS, COCCN(CCOC)S(=O)(=O)c1ccc(OC)cc1 reads 1
Under PMI act, CCC1(C)CC(c2nc(-c3ccc(OC)cc3)cs2)CCS1 (configuration not stated) reads 1.2
Under PMI act, c1ccc(COc2cccc(CNn3cnnc3)c2)cc1 reads 0.9
Under TNAP inh no acc, CCOC(=O)C(C)c1c(C)[nH]c(=S)[nH]c1=O (configuration not stated) reads -6
Under TNAP act hi DEA, Cc1ncc([N+](=O)[O-])n1Cc1ccccc1F reads 1
Under TNAP inh no acc, CCOC(=O)c1cc2occc2n1CC(=O)Nc1ccc(OC)cc1OC reads -6

Continuation.
No.	SMILES	HMGR II inh	TNAP inh hiacc	Diaph inh CS	TNAP act hi DEA	TNAP inh no acc	FLuc stim CS	PMI act hi M6P	G6PDH CS	PMI act	Diaph act CS
13	O=C1OCCC1Sc1nc(-c2ccccc2)cs1 (configuration not stated)	-4	-2	11	1	-13	0.9	0.9	-1	0.8	0.9
14	Cc1ccc(S(=O)(=O)N2CCN(S(=O)(=O)N3CCOCC3)CC2)c(C)c1	-1	-3	-3	1	-12	1	1.1	0	1	1
15	Cc1c(C(=O)N2CCCC2)nnn1-c1nonc1N	-6	-1	11	1	-12	1	0.9	-8	1	0.9
16	c1ccc(OCc2nn3c(-c4cccnc4)nnc3s2)cc1	-1	-8	-6	1.1	-2	1	1.1	4	1	1.1
17	COc1ccc(OC(=O)CN2C(=O)C3C4CCC(C4)C3C2=O)cc1 (configuration not stated)	-5	2	8	1	-8	1	0.9	-8	0.9	0.9
18	CCc1ccc(C2NC(C(=O)O)CS2)cc1 (configuration not stated)	-5	-6	-6	1.1	12	1	1	15	1	1.1
19	CCOC(=O)c1cc(C(=O)n2cc(Cl)cn2)nn1C	-1	-3	5	1	-4	1	1.1	2	1.1	0.9
20	CC(=O)/C(=C/c1ccccc1)C(=O)Nc1ccccc1C	1	-7	6	1.1	-14	1.1	1	7	1.1	0.9
21	Clc1ccc2nc(CSc3nnc4ccccn34)cn2c1	1	-4	13	1	-10	1	1	0	1	0.9
22	Cc1cc(O)ccc1N/C=C1\CCCC1=O	-2	-4	32	1	-4	1	0.5	7	0.8	0.7
23	Cc1nn(C)c(C)c1/C=C(\C#N)C(N)=O	4	-2	17	1	-10	1.1	0.9	-3	0.8	0.8
24	C#CCOC(=O)c1csc2nnsc12	-5	0	1	1	-4	1.1	1.1	9	1.1	1

Single records, from the list above. Screens in order: HMGR II inh	TNAP inh hiacc	Diaph inh CS	TNAP act hi DEA	TNAP inh no acc	FLuc stim CS	PMI act hi M6P	G6PDH CS	PMI act	Diaph act CS
c1ccc(OCc2nn3c(-c4cccnc4)nnc3s2)cc1 in the list: -1	-8	-6	1.1	-2	1	1.1	4	1	1.1
Cc1nn(C)c(C)c1/C=C(\C#N)C(N)=O in the list: 4	-2	17	1	-10	1.1	0.9	-3	0.8	0.8

Remaining list, next part
No.	SMILES	HMGR II inh	TNAP inh hiacc	Diaph inh CS	TNAP act hi DEA	TNAP inh no acc	FLuc stim CS	PMI act hi M6P	G6PDH CS	PMI act	Diaph act CS
25	Cc1ccc2nc(-c3ccccn3)cc(C(=O)NC3CCN(C)CC3)c2c1	0	-5	7	1.1	-6	1.1	0.9	-8	0.8	0.9
26	O=C(CN(Cc1ccccc1)C(=O)c1cccc([N+](=O)[O-])c1)Nc1c(Cl)cc(Cl)cc1Cl	-6	0	11	1	-4	1	1	2	1	0.9
27	O=C(Nc1ccccc1)c1n[nH]c(Cn2cncn2)n1	0	2	9	1	-3	1	0.9	4	1	0.9
28	COC(=O)C1=C(C)N(CCCC(=O)O)C(=O)NC1c1cc2c(cc1[N+](=O)[O-])OCO2 (configuration not stated)	4	2	38	1	-6	1.1	0.8	17	0.9	0.6
29	N#CCCCN1C(=O)C(=C(C#N)C#N)c2ccccc21	-4	-2	-6	1	-5	1	0.4	27	0.9	1.1
30	Cc1c(CN2CCC(CO)(CCOc3ccccc3)CC2)[nH]c2ccc(Cl)cc12	4	-2	3	1	0	1.1	0.8	16	0.8	1
31	Cc1cc(=O)n(CCc2ccccc2)c(O)c1C#N	-2	-1	31	1	-4	1	0.5	7	0.9	0.7
32	COc1cc(C(=O)Nc2cccc(C)c2C)c(Br)c(OC)c1OC	-4	-2	12	1	-6	1	0.9	5	0.9	0.9
33	Cc1cccc2cc(CN(CC3CCCO3)C(c3nnnn3Cc3ccco3)C(C)C)c(=O)[nH]c12 (configuration not stated)	2	-1	20	1	-8	1.1	0.9	4	0.8	0.8
34	O=C(CSc1ncn[nH]1)N1CCN(c2nnc(-c3ccccc3)c3ccccc23)CC1	2	4	9	1	10	1.1	0.9	-30	1	0.9
35	O=c1c2cc(N3CCOCC3)ccc2[nH]c(=S)n1CCCN1CCCCC1	-3	-1	2	1	0	1.1	1	-18	0.9	1
36	O=C(NCc1ccc(F)cc1)c1cc2sccc2n1Cc1ccc(F)cc1	-2	3	14	1	0	1	1	5	1	0.9
37	O=C(C#Cc1ccccc1)c1ccc([N+](=O)[O-])cc1	4	-1	7	1	-19	1	1	3	1.1	0.9
38	O=C(O)CCc1nn2c3ccccc3n(CCN3CCCCC3)c2nc1=O	-3	-9	5	1.1	-15	1	1	-1	1.1	0.9
39	CCn1c(SCC(=O)Nc2nc(-c3ccccc3)cs2)nnc1-c1ccccc1	0	-3	19	1	-4	1	0.9	8	1.1	0.8
40	O=C(NCc1ccc(F)cc1)C(c1ccccc1)N(C(=O)c1csnn1)C1CC1 (configuration not stated)	-7	-5	20	1.1	-12	1.1	0.9	6	0.9	0.8
41	Clc1ccc(-c2nc3n(n2)Cc2ccccc2-3)cc1	-2	4	-2	1	-1	0.4	1	6	1.1	1
42	O=C(/C=C/c1ccc(N2CCOCC2)cc1)c1ccccc1	3	11	0	0.9	7	0.4	0.8	7	0.9	1
43	COc1ccc(-c2nc3n(n2)C(c2ccccc2)C2=C(CCCC2=O)N3)cc1OC (configuration not stated)	-4	-5	12	1.1	-2	1.1	1	-23	1	0.9
44	Cc1nn(C)cc1CN(C)C(=O)c1nn2c(c1Br)NC(c1cccs1)CC2C(F)(F)F (configuration not stated)	-1	-5	2	1	-10	1.1	1	4	1	1
45	O=C(Cn1nc(-c2ccccc2)ccc1=O)NCCN1CCN(c2cccc(Cl)c2)CC1	2	-1	9	1	-2	1	1	1	1	0.9
46	CCOC(=O)Cc1cn2c(=O)cc(CSCC(=O)Nc3ccc(C)c(C)c3)nc2s1	8	-6	17	1.1	-29	1.1	1	7	1.1	0.8
47	CCOC(=O)C1CCCN(C(=S)Nc2ccc(C)cc2C)C1 (configuration not stated)	0	-5	9	1.1	-11	1.1	1	-2	1	0.9
48	CCCCCC(=O)N(O)C1CC(=O)N(c2ccccc2)C1=O (configuration not stated)	-10	-8	5	1.1	-2	1.1	1.7	17	1.4	1
49	CCCNS(=O)(=O)c1ccc(CCC(=O)Nc2cc(Cl)ccc2Oc2ccccc2)cc1	-3	-9	30	1.1	-26	1	0.8	4	0.9	0.7
50	O=C(CSc1nnc(CNC(=O)C23CC4CC(CC(C4)C2)C3)n1-c1ccccc1)Nc1ccc(F)cc1	-3	-4	12	1	-6	1	0.9	-23	0.9	0.9
51	CSc1cccc(NS(=O)(=O)c2cccs2)c1	-8	-5	15	1	-17	1.1	0.9	-20	0.9	0.8
52	OC(CNc1nc2ccccc2s1)c1ccccc1 (configuration not stated)	5	-4	9	1	-8	1	1	1	0.9	0.9
53	NC(=O)COC(=O)c1oc2ccccc2c1CSc1ccc(Cl)cc1	-5	-1	14	1	1	1.1	1	9	0.8	0.9
54	COc1ccc2oc(=O)c(/C(C)=N/NC(=O)c3ccncc3)cc2c1	1	12	24	0.9	34	1	1.5	-1	1.4	0.8
55	CC1CCCC(NC(=O)COC(=O)c2ccc3ccccc3n2)C1C (configuration not stated)	-3	-7	-7	1.1	-3	1	1.1	-1	1	1.1
